Source: PubChem (National Center for Advancing Translational Sciences (NCATS))
TRPV1 ag: activates the human vanilloid receptor TRPV1. Q8NER1. TRPV1-expressing cells, Fluo-8 calcium influx, agonist mode. activation, % at 8.33 µM. 0.19% of 320,000 active. AID 540275; in the data active = activation above about 80%; inconclusive = between about 30% and that limit; also: 0% is about no effect
Target sequence (Q8NER1 whole entry, looked up): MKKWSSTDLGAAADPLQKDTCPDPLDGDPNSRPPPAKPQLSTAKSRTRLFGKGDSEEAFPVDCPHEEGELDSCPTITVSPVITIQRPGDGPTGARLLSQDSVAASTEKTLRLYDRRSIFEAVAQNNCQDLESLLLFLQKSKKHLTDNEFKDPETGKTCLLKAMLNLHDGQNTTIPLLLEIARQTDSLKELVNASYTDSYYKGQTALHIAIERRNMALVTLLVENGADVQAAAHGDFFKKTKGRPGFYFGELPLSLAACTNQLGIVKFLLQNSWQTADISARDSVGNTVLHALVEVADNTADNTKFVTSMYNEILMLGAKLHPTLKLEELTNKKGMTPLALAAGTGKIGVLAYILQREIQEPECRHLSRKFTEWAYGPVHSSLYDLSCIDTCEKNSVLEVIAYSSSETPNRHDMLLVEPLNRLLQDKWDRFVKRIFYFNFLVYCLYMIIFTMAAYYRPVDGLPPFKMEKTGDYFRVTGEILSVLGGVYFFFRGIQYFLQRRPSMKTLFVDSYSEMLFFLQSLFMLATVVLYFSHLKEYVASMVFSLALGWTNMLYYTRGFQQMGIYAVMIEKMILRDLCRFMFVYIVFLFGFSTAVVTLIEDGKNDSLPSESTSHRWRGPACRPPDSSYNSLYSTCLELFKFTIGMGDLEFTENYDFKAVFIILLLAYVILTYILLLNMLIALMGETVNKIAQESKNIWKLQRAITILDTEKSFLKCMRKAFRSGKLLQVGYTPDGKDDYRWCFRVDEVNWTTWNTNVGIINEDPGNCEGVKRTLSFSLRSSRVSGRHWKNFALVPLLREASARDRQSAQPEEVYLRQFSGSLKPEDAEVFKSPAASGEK
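Cells expressing TRPV1 were dye-loaded with Fluo-8 and read kinetically: 10 s baseline, 3 min after compound (agonist portion), then 2 min after EC20 capsaicin (allosteric enhancer portion). Calcium-bound dye fluorescence at 480/520 nm.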
BRCA1 expr act: activators of BRCA1 expression; MCF7-BRCA1-FFLuc reporter, luminescence, 48 h; response scale: scaled: vehicle 0%, 10 µM genistein 100%; Potency, µM (titrated, usually from 46.1 µM), inactives show at the highest dose activation, usual class: activators; 1.1% of 380,000 active; AID 624202; also: potency is read from the fitted curve at half-maximal effect; nearly all actives have a fitted effect of over 80% in size; some results filed as inactive show a strong effect at the top dose
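Using MCF7 cells harboring a BRCA1 firefly luciferase reporter, plated 2 h before compound pinning, the screen measured luminescence after 48 h incubation. Responses were normalized to DMSO and 10 microM genistein, then fitted for concentration-effect.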
USP2a block: USP2a (human) protease inhibition. O75604. USP2 core, Ub-CHOP2 coupled fluorogenic reporter, 485/531. Potency, µM (top dose mostly 38.3 µM), inactives show at the top dose activity change, negative = inhibition, usual class: inhibitors. 0.01% of 330,000 active. AID 463254;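 also: potency is read from the fitted curve at half-maximal effect; plate controls were DMSO wells for no effect and full inhibition by NEM control for full effect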
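Cell-free coupled assay: 10nM USP2 core preincubated 30min RT with compound in Tris-HCl pH 8.0/CaCl2/CHAPS buffer, then 25nM Ub-CHOP2 and 25nM reporter substrate; fluorescence (Ex 485/Em 531) read after 60min RT, normalized to NEM inhibition, concentration-response curves fitted.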
B2AR arrestin: beta2AR (human) beta-arrestin recruitment activity. P07550. 0.02% of 330,000 active. AID 492947. beta-arrestin recruitment to beta2AR, cell-based reporter. Potency, µM (highest dose often 46.1 µM), without a hit: at the top dose activation, hits mostly activators;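 also: potency is read from the fitted curve at half-maximal effect; 0% = DMSO controls and full agonism = EC100 isoproterenol or metaproterenol; nearly all actives have a fitted effect of over 65% in size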
p53 reactivation: re-activators of mutant p53; AID 504706; 0.063% of 320,000 active; H1299 p53-A138V BP100-luciferase reporter, luminescence, 24 h; Potency, µM (top dose mostly 92.2 µM), for inactives: at the highest dose activity change, positive = activation, most hits filed as activators; also: potency is read from the fitted curve at half-maximal effect; % of control where 0% means no effect; nearly all actives have a fitted effect of over 45% in size
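p53-null H1299 cells stably carrying temperature-sensitive p53-A138V and a BP100-luciferase reporter were pinned with compounds (4-point, 1:5 series) and held 24 hrs at 37 deg C. Luminescence was read 10 min after detection reagent.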
uPA generation: blocks generation of uPA at the cell surface; 0.31% of 330,000 active; AID 540303; cell surface uPA generation assay, qHTS; Potency, µM (doses to about 38.3 µM), for inactives: at the top dose activity change, negative = inhibition, most hits filed as inhibitors; active = well fitted inhibition curve with a large enough effect; inconclusive = small, poorly fitted or top-dose-only effect; inactive = no such curve, though single readings can be large or run the other way; tested in mouse RAW 264.7 cells; also: potency is read from the fitted curve at half-maximal effect; % is scaled to controls: 0 for no effect and ±100 for the full control effect; nearly all actives have a fitted effect of over 55% in size
ASM inhibitor: blocks human secretory acid sphingomyelinase | P17405 | placental ASM, HMU-PC fluorogenic substrate, 60 min | Potency, µM (doses to about 57.5 µM), without a hit: at the top dose activity change, negative = inhibition, most hits filed as inhibitors | 0.006% of 340,000 active | AID 504937; also: potency is read from the fitted curve at half-maximal effect
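Fluorescence read-out (Ex 386 nm, Em 447 nm) after stopping the reaction at pH 10. Enzyme: ASM from human placenta; substrate HMU-PC0, 9 uM final; 60 min, 37 °C. Compound preincubation 10 min, ambient temperature.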
Eya2 phos inh: Eya2 (human) phosphatase inhibition | O00167 | recombinant Eya2, OMFP fluorescence dephosphorylation (OMFP is methylfluorescein phosphate) | Potency, µM (titrated, usually from 76.9 µM), for inactives: at the highest dose activity, negative = inhibition, most hits filed as inhibitors | 0.006% of 330,000 active | AID 488837; also: potency is read from the fitted curve at half-maximal effect; % is scaled to controls: 0 for no effect and ±100 for the full control effect
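Eya2 (0.2 uM) preincubated 10 min at ambient with compound, then OMFP substrate added at 50 uM; 10 min reaction in 50 mM HEPES pH 7.5, 50 mM NaCl, 5 uM MgCl2, 0.05% BSA, 1 mM DTT. Fluorescence read at Ex 485/Em 525 nm.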
ELG1 genotoxic: genotoxicity induction in ELG1-luciferase HEK293T cells. HEK293T ELG1-luciferase reporter, luminescence, 16 h. Potency, µM (top dose mostly 46 µM), for inactives: at the top dose activity change, positive = activation, most hits filed as activators. 1.3% of 330,000 active. AID 504466; also: potency is read from the fitted curve at half-maximal effect; % of control where 0% means no effect; nearly all actives have a fitted effect of over 60% in size
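Cells (2,000/well) expressing the ELG1-luciferase fusion are dosed by pin tool and kept 16 hr at 37 °C, 5% CO2. Signal comes from ONE-Glo luciferase reagent after 30 min at room temperature.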
Integrin act MD: activates integrin-mediated alleviation for muscular dystrophy. alpha7betagal myoblasts, beta-gal FDG fluorescence, 48 h. Potency, µM (titrated, usually from 38.3 µM), for the others: at the highest dose activation, hits mostly activators. 0.064% of 350,000 active. AID 624291;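 also: potency is read from the fitted curve at half-maximal effect; 100% = response of the positive control SU9516; nearly all actives have a fitted effect of over 60% in size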
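Alpha7betagal+/- myoblasts (passage 13) were plated 16-24 hr, then exposed to compounds (1:260 dilution of DMSO stock) for 48 hours at 37C. After MPER lysis, β-galactosidase reporter activity was read as FDG fluorescence (ex 480/em 540) after 30 minutes.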
PTAP TSG101 blk: blocks PTAP/TSG101 interaction to inhibit HIV-1 budding | Q99816 | 340,000 tested, under 10 active | Fluorescence polarization, FITC-PTAP peptide / Tsg101 binding | Potency, µM (top dose mostly 115 µM), inactives show top-dose activity change, negative = inhibition, hits mostly inhibitors; active = well fitted inhibition curve with a large enough effect in the main read-out, with a control signal flat, not every such curve was filed as active; inconclusive = small, poorly fitted or top-dose-only effect, or effect the other way, or a change in a side signal; inactive = no such curve, though single readings can be large or run the other way; also: potency is read from the fitted curve at half-maximal effect; % of control where 0% means no effect
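Compounds were pin-transferred onto Tsg101 binding domain (10 uM final) in HEPES pH 7.5 buffer, then FITC-PTAP peptide was added at 50 nM final. After 20 min at RT, polarization reported peptide displacement across a qHTS concentration series.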
The depositor's hits bear a star; ? = inconclusive; · = not tested or not shown; [ ] = dose if it differs, or a comment. Unless noted, calls follow the shape of the dose curve; as a rule, active = well fitted curve in the direction sought with a large enough effect; inconclusive = small, poorly fitted or top-dose-only effect, or another doubt; inactive = no such curve, though single readings can be large; an effect the other way counts as inactive or inconclusive.

SMILES | TRPV1 ag | BRCA1 expr act | USP2a block | B2AR arrestin | p53 reactivation | uPA generation | ASM inhibitor | Eya2 phos inh | ELG1 genotoxic | Integrin act MD | PTAP TSG101 blk
O=C(Cn1c(=O)n(CCc2c[nH]c3ccccc23)c(=O)c2cccnc21)Nc1ccccc1F | -3 | 31% | 4% | 0.0% | -3% | 5% | -6% | -2% | -3% | -5% | -4%
COC(=O)c1cc(S(=O)(=O)n2nc(C)c(Br)c2C)c(Cl)cc1Cl | -4 | -91%[inhibitor] | 6% | -0.8% | 13% | 0% | -6% | 17% | 13% | -43% | 0%
CCn1c(SCC(=O)N2CCN(c3ccc(F)cc3)CC2)nc2ccccc2c1=O | 13 | -6% | -1% | -0.1% | -4% | -1% | -2% | -15% | -1% | -10% | -7%
C=CCN1C(=O)C(O)(CC(=O)c2c(C)n[nH]c2C)c2cc(Br)ccc21 (stereo unspecified) | 1 | 4% | 1% | 0.1% | -5% | 3% | 0% | -23% | -2% | -29% | -4%
Cc1cc(NCCNC2=CC(=O)CCC2)nc2ccccc12 | -2 | -11% | 2% | -0.5% | 0% | 4% | 1% | -2% | -1% | 15% | -7%
Cc1ccc2nc3c(cc(C(=O)NCc4cccnc4)c(=N)n3C(C)C)c(=O)n2c1 | 1 | · | 5% | 4.0% | -1% | · | · | -2% | -1% | · | ·
Cc1cc(Cl)ccc1NC(=S)NC1CCCC1 | 17 | 1% | 0% | -0.4% | 18% | -1% | 1% | 20% | 0% | 2% | 0%
O=C(CN1C(=O)CSC1=O)Nc1ccc2c(c1)OCCO2 | 0 | -8% | 0% | 0.1% | 0% | 0% | 2% | 10% | -2% | -9% | -4%
CC(=O)N/C(=C/c1ccc2c(c1)OCO2)C(=O)NCc1ccccc1 | 0 | 4% | -3% | -0.2% | 7% | 1% | 4% | 7% | 3% | -46%[inhibitor] | -2%
Cc1nn(-c2ccccc2)c(C)c1/C=C/C(=O)OCC(=O)NC1CCS(=O)(=O)C1 (stereo unspecified) | 10 | 33% | 0% | 0.3% | 13% | 0% | 8% | 9% | 8% | -24% | 1%
COc1ccc(NC(=O)C(c2ccc(C)cc2)N(C)C(=O)Cc2cccs2)cc1 (stereo unspecified) | 20 | -19% | 3% | 0.4% | 8% | 1% | · | -17% | 2% | 9% | -1%
Brc1ccc(Cn2c(-c3cncs3)nc3ccccc32)cc1 | -3 | ? | -9% | 0.4% | 21% | -7% | -10% | -7% | ? | -9% | 1%
Cc1ccccc1N1CCN(C2CCCN(C(=O)c3noc4c3CCCC4)C2)CC1 (stereo unspecified) | ? | -40% | -1% | 0.2% | 11% | 2% | -1% | -11% | -21% | -22% | -1%
COc1ccc(C2NC(=S)NC(C)=C2C(=O)c2ccccc2)cc1OC (stereo unspecified) | -2 | -23% | 0% | -0.2% | -23% | 5% | -1% | 8% | 10% | 0% | -2%
O=C(O)c1cccc(NC(=O)c2cn(-c3ccccc3)nc2-c2ccc([N+](=O)[O-])cc2)c1 | -2 | 2% | -2% | -0.2% | 3% | -7% | -10% | 1% | 0% | ? | -3%
COc1ncccc1C(=O)N1CCCC(N2CCN(c3ccc(F)cc3)CC2)C1 (stereo unspecified) | · | -8% | · | · | · | 4% | 5% | · | · | 9% | -3%
CSCCC1NC(=O)N(CC(=O)Nc2cccc3ccccc23)C1=O (stereo unspecified) | -4 | 0% | 1% | 0.0% | -6% | -1% | 1% | 3% | 0% | -12% | -4%
CC(C)CC(=O)NC(Nc1ccccc1F)C(Cl)(Cl)Cl (stereo unspecified) | ? | -24% | -1% | -0.1% | 6% | 6% | -1% | -5% | -3% | -9% | -2%
Cc1ccc(-n2c(=O)[nH]cc(C(=O)Nc3ccc4c(c3)OCO4)c2=O)cc1C | -2 | -47% | -1% | -0.1% | -1% | -11% | 3% | -21% | -7% | -16% | 0%
O=C(CCNC(=O)c1ccc(Br)cc1)NC1CCCCCC1 | 17 | 2% | 2% | -0.2% | -7% | -5% | 3% | 19% | -4% | 25% | -1%
CCCCc1nc2cc(C(=O)NCCc3c(C)n[nH]c3C)ccc2o1 | · | 7% | · | · | · | -1% | -3% | · | · | -13% | -1%
O=C(NCc1ccco1)C1CC(c2ccccc2O)=NO1 (stereo unspecified) | 1 | 16% | 2% | 0.1% | 5% | 1% | -3% | -1% | 2% | -17% | 0%
O=C(O)CCn1c(SCc2cc(=O)n3ccccc3n2)nc2ccsc2c1=O | 4 | -10% | 0% | 0.1% | 4% | 3% | 2% | 5% | 1% | -17% | -5%
O=C1C(C=NCCCn2ccnc2)=C(O)c2ccccc21 | · | 1% | · | · | · | 1% | -1% | · | · | 2% | -7%
C=CCNC(=O)c1sc(=S)n(-c2ccc(C(=O)OCC)cc2)c1N | -2 | -2% | 2% | -0.1% | 6% | · | -6% | 12% | 0% | 12% | -1%
Cc1cc(C)c2c(n1)SCC(=O)N2CC(=O)Nc1ccccc1Cl | 1 | 7% | 1% | -0.7% | · | -3% | 5% | 24% | 0% | -20% | 0%
O=C(COc1ccccc1)N(Cc1cc2ccccc2[nH]c1=O)CC1CCCO1 (stereo unspecified) | -2 | -12% | 1% | 0.2% | 1% | -1% | 1% | -3% | -1% | -1% | -3%
Cn1ccnc1Sc1ccccc1[N+](=O)[O-] | 0 | 1% | -1% | -0.1% | -4% | -23% | 0% | -7% | -1% | -30% | -3%
CC1=NN(c2ccccc2)C(=O)/C1=C\c1cn(-c2ccccc2)nc1C | 0 | 2% | 3% | -0.1% | 2% | -11% | -23% | -3% | 2% | ? | 1%
CS(=O)(=O)N(CC(=O)N1CCN(C(c2ccccc2)c2ccccc2)CC1)C1CCCCC1 | -1 | 6%[1.84 µM] | 3% | 0.2% | 3% | -4% | -1% | -7% | -15% | 4% | -2%
Cc1cc([N+](=O)[O-])c(C)cc1-c1ccc(/C=N/n2cnnc2)o1 | 11 | -30% | 1% | 0.0% | 14% | 1% | -5% | 13% | -4% | 23% | -1%
CC1Cc2ccccc2N1C(=O)CCS(=O)(=O)c1cccc2nonc12 (stereo unspecified) | 2 | 0% | 1% | -0.2% | 0% | -1% | -4% | -1% | -5% | ? | -7%
Cc1ccc(NC(=O)c2oc3ccccc3c2NC(=O)c2ccc3c(c2)OCO3)cc1 | ? | 8% | -3% | -0.1% | 11% | · | -13% | -19% | 5% | 23%[7.66 µM] | -6%
CN(CC(=O)Nc1ccc(Cl)cc1)C(=O)c1cc(-c2cccs2)nn1-c1ccccc1 | 6 | -28% | 1% | -0.1% | -7% | 1% | · | -22% | -29% | 10% | -5%
Cc1ccc(S(=O)(=O)NCc2ccccc2)cc1C(=O)NCC1CCCO1 (stereo unspecified) | -2 | -8% | -1% | 0.5% | 3% | 4% | 5% | 0% | 1% | 7% | 1%
COc1ccc2nc(C)cc(SCC(=O)N/N=C/c3ccco3)c2c1 | -2 | -23% | 0% | -1.0% | 2% | 0% | -4% | 10% | -9% | 17% | 0%

Grouped by structure, the entries above with fluorine (4)
SMILES | TRPV1 ag | BRCA1 expr act | USP2a block | B2AR arrestin | p53 reactivation | uPA generation | ASM inhibitor | Eya2 phos inh | ELG1 genotoxic | Integrin act MD | PTAP TSG101 blk
O=C(Cn1c(=O)n(CCc2c[nH]c3ccccc23)c(=O)c2cccnc21)Nc1ccccc1F | -3 | 31% | 4% | 0.0% | -3% | 5% | -6% | -2% | -3% | -5% | -4%
CCn1c(SCC(=O)N2CCN(c3ccc(F)cc3)CC2)nc2ccccc2c1=O | 13 | -6% | -1% | -0.1% | -4% | -1% | -2% | -15% | -1% | -10% | -7%
COc1ncccc1C(=O)N1CCCC(N2CCN(c3ccc(F)cc3)CC2)C1 (stereo unspecified) | · | -8% | · | · | · | 4% | 5% | · | · | 9% | -3%
CC(C)CC(=O)NC(Nc1ccccc1F)C(Cl)(Cl)Cl (stereo unspecified) | ? | -24% | -1% | -0.1% | 6% | 6% | -1% | -5% | -3% | -9% | -2%
